Screening data (PubChem)
CCR6 antagonist: CCR6 (human) receptor antagonism; CHO-K1 CCR6 PathHunter beta-arrestin, luminescence, CCL20-stimulated; P51684; hit rate 0.49% among 340,000; inhibition, % at 20 µM;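 active = compounds whose inhibition of the agonist-driven luminescence signal at 20 µM reaches about 50%, limit read from the data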;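 note: cells stimulated with CCL20 at 14 nM final; plate controls were DMSO with CCL20 for no effect and DMSO without agonist for full effect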
Mdm2-MdmX inh: inhibitors of human Mdm2/MdmX interaction | hit rate 3% among 330,000 | SaOS-2 split-luciferase Mdm2/MdmX complementation, luminescence | AID 485346 | inhibition, % at 8 µM | O15151+Q00987;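 active = inhibition of at least 50% at 8 µM in the primary screen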
tim23-1 inh: growth inhibitors of tim23-1 mutant yeast | S. cerevisiae tim23-1 growth, BacTiter-Glo luminescence, 24 h | inhibition, % at 20 µM | hit rate 1.3% among 330,000 | AID 463212;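 active = growth inhibition of the mutant yeast at or above 50%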;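 note: temperature-sensitive mutant grown at 25 °C; plate controls were DMSO-treated mutant yeast for no effect and medium wells lacking yeast for full effect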
APJ ag: activates the human apelin receptor APJ; activation, % at 20 µM; P35414; CHO-K1 APJ PathHunter beta-arrestin, luminescence; 0% DMSO wells, 100% apelin; hit rate 0.11% among 330,000;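 active = activation more than six SD over the plate average, tested at 20 µM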;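 note: 0% = DMSO alone and 100% = apelin-13 at 10 nM; some results filed as inactive read as strong as hits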
Target sequence (P35414 whole entry, looked up): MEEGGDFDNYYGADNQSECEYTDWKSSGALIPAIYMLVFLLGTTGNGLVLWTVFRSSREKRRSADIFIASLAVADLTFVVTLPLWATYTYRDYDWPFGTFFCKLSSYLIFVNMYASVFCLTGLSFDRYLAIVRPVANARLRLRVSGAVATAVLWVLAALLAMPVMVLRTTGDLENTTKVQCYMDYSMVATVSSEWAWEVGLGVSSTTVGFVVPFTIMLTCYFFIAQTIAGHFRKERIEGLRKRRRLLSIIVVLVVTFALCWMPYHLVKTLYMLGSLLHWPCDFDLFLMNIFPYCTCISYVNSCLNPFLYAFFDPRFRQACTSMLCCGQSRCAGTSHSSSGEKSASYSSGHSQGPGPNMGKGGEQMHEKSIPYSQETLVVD
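Assay system – PathHunter CHO-K1 APJ (AGTRL-1) beta-arrestin reporter cells · Compound – one dose, 20 µM compound, 1% DMSO · Timing – compound 90 min 25 °C, reagent 1 h · Measured by – luminescence from split beta-galactosidase complementation, Galacton Star/Emerald II substrate · Measure – beta-arrestin recruitment to APJ as agonist activity, luminescent signal · Benchmarks – DMSO vs Apelin-13 10 nM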
EBI2 antag: blocks human EBI2 receptor beta-arrestin signaling | P32249 | EBI2 beta-arrestin recruitment, luminescence, 7a,25-OHC stimulated | inhibition, % at 5 µM | hit rate 0.81% among 360,000; in the data active = inhibition above about 38%;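 note: enzyme fragment complementation signal reports receptor beta-arrestin coupling in cells; 0% = agonist plus DMSO wells and 100% = wells without agonist; some results beyond the cut were filed as inactive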
CXCR6 block: CXCR6 (human) receptor inhibition | O00574 | CHO-K1 PathHunter CXCR6 beta-arrestin, luminescence | inhibition, % at 20 µM | hit rate 0.36% among 360,000 | AID 602244; in the data active = inhibition above about 34%, passing the limit was not always enough;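 note: antagonist mode with CXCL16 agonist at 10 nM final; 0% = 10 nM CXCL16 with DMSO and 100% = unstimulated wells without agonist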
Target sequence (O00574 whole entry, looked up): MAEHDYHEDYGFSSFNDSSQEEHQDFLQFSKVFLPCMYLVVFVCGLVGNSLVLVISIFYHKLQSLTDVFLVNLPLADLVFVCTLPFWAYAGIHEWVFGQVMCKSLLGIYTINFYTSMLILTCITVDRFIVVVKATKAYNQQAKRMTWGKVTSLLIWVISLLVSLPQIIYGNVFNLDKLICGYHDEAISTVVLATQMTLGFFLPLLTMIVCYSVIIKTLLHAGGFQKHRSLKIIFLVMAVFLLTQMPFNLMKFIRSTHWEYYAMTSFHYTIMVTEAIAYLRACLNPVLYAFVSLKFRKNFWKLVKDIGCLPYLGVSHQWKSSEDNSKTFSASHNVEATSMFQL
CHOP UPR activ: activators of apoptotic arm of unfolded protein response (CHOP); hit rate 0.34% among 330,000; CHO-CHOP luciferase reporter, UPR activation, luminescence; percent of tunicamycin response over DMSO baseline; activation, % at 10 µM;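 active = at 10 µM dose, activation of 40% or more, normalized to positive control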;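 note: 100% = tunicamycin at 10 µg/mL and 0% = DMSO alone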
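assay system = CHO CHOP reporter cells | amount = 500 CHO-CHOP cells per well | buffer or medium = F12 with 10% FBS | incubation = 16-18 h cell attachment, then 6 h compound exposure, 37 °C | detection = luminescence read with Steady-Glo | read-out = percent activation relative to tunicamycin control | controls = tunicamycin high control, DMSO low control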
APJ antag: antagonists of human APJ apelin receptor. CHO-K1 APJ beta-arrestin complementation, luminescence. AID 2521. inhibition, % at 20 µM. hit rate 0.32% among 330,000. P35414;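 active = inhibition above about 40% at 20 µM, limit read from the data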;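 note: cells challenged with 10 nM apelin-13 agonist together with compound; plate controls were apelin-13 plus DMSO wells for no effect and DMSO wells lacking apelin-13 for full effect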
UPR XBP1 act: activators of adaptive arm of unfolded protein response (XBP1). CHO-XBP1 luciferase reporter, IRE1-XBP1 UPR activation, luminescence; percent of tunicamycin response, DMSO as zero. activation, % at 20 µM. hit rate 0.33% among 330,000;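 active = versus positive control, 20 µM dose yields 30% or more activation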;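 note: 100% = tunicamycin at 10 µg/mL and 0% = DMSO only wells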
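Material: CHO-XBP1 cells stably carrying IRE1-XBP1-driven luciferase reporter / Amount: 1000 cells per well / Compound: 20 µM, 1% DMSO / Times: 6 h treatment, 37 °C / Detection: luciferase luminescence / Measure: % activation of reporter signal versus tunicamycin and DMSO controls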
* marks the source's active call; other numbers are inactive results; . = not tested or not shown.

SMILES	CCR6 antagonist	Mdm2-MdmX inh	tim23-1 inh	APJ ag	EBI2 antag	CXCR6 block	CHOP UPR activ	APJ antag	UPR XBP1 act
COCCCNC(=O)Cn1cnc2sc(C)c(S(=O)(=O)N3CCN(c4ncccn4)CC3)c2c1=O	4	4	18	-1	-8	0	-0.6	9	0
O=C(Cc1c(F)cccc1Cl)Nc1ccccc1-c1ccccc1	24	3	12	-1	26	6	1.2	20	1
O=C(CSc1nnc(CN2CCOCC2)n1-c1ccc(Cl)cc1)Nc1ccc2c(c1)OCO2	-8	13	15	0	9	9	1.5	6	0
[O-]/[N+](=C\c1ccc(OC(F)F)cc1)c1ccccc1	10	-25	1	-1	-12	-3	1.8	-5	4
CCCCc1nnc(NC(=O)CSc2nc(=O)cc(N)n2-c2cccc(C)c2)s1	19	18	4	-1	-20	-1	-1.1	-4	0
CC1CC(C)CN(C(=S)Nc2ccc(SC(F)F)cc2)C1 (stereo unspecified)	6	-18	54*	-1	-14	0	0.9	-3	-1
O=C(COC(=O)c1ccc(O)cc1O)NNC(=O)c1cccs1	-2	-3	18	-4	4	2	1.8	-8	-2
NC(=O)C1CCN(C(=O)COc2cccc3ccccc23)CC1	-3	-13	6	-3	1	-4	0.6	7	1
O=C(Nc1cccc(NC(=O)c2ccco2)c1)c1ccc2c(c1)OCCO2	12	14	-9	-1	-9	1	0.3	9	5
COCCN(Cc1cc2cc3c(cc2nc1Cl)OCO3)C(=O)c1ccc(C)cc1	12	21	21	1	-9	7	-1.4	11	-2
CCS(=O)(=O)CCSc1nc(C)cc(C)n1	18	8	-6	-5	-8	3	-0.3	-14	-1
CCOc1cc(Br)ccc1S(=O)(=O)N1CC(C)OC(C)C1 (stereo unspecified)	-29	22	-1	-5	2	-1	-0.9	0	-1
O=C(COC(=O)c1ccccc1C(F)(F)F)NC(=O)NCc1ccco1	13	-18	20	-2	-2	-4	0.5	-1	2
Cc1csc(=O)n1CC(=O)OCc1nnc(-c2ccccc2)o1	9	9	3	-1	-1	1	3.1	24	2
CCN(CC(=O)Nc1cccc(S(=O)(=O)N2CCCC2)c1)CC(=O)Nc1ccccc1OC	15	31	15	1	3	1	0.5	-4	-2
Brc1ccccc1OCCOc1cccc2cccnc12	15	-24	24	-2	18	3	2.3	-13	2
Cc1ccc(NC(=O)NNS(=O)(=O)c2ccc(Br)cc2)cc1	8	5	-3	-3	-2	0	-1.1	10	-2
CN(C)S(=O)(=O)c1ccc(N2CCCC2)c(C(=O)NC2CCC(O)CC2)c1 (stereo unspecified)	-8	14	-7	-7	-10	-4	0.4	0	-1
CCOc1ccc(S(=O)(=O)NCCC(=O)OCC(=O)c2ccc[nH]2)cc1	11	-9	13	-1	-1	-12	-0.9	10	-3
CC(=O)c1ccc(Oc2nc3c(c(=O)n(C)c(=O)n3C)n2C)cc1	9	17	1	0	-11	-2	0.4	1	-4
CC1CCC(C(C)C)C(OC(=O)Cn2c(-c3ccc(F)cc3)[n+](C)c3ccccc32)C1 (stereo unspecified)	18	89*	-3	-4	-1	-4	1.4	13	4
Cn1c(=O)cc(OCC(=O)NCc2ccccn2)c2ccccc21	-1	3	0	1	-3	-2	-0.8	-10	0
COc1ccccc1-n1ccnc(SCC(=O)NCCc2ccccc2)c1=O	16	-8	8	0	2	5	-1.1	14	-1
Cc1cc(NC(=O)c2ccc3c(c2)C(=O)N(C)C3=O)no1	-2	31	25	5	-4	4	1.7	4	-1
COCCNC(=O)C(c1cccs1)N(Cc1ccccc1)C(=O)Cn1nnc2ccccc21 (stereo unspecified)	5	10	10	-1	-6	-1	1.2	12	-1
The list continues:
SMILES	CCR6 antagonist	Mdm2-MdmX inh	tim23-1 inh	APJ ag	EBI2 antag	CXCR6 block	CHOP UPR activ	APJ antag	UPR XBP1 act
CCc1ccc2nc(N(CCCN(C)C)C(=O)c3ccc(S(=O)(=O)N4CCCc5ccccc54)cc3)sc2c1	19	91*	39	-3	-1	12	2.5	22	27
COc1cc(OC)cc(C(=O)NCC2CCCN(C(=O)c3csc(C(C)C)n3)C2)c1 (stereo unspecified)	16	17	16	-4	5	-2	1.0	8	-1
O=C(NCc1ccco1)C(c1ccccc1)N(C(=O)Cc1cccs1)c1ccccc1F (stereo unspecified)	11	25	9	-3	-8	-2	-0.6	-10	-2
COc1cc(OC)c(Nc2cc(C)nc3nc(C)nn23)cc1Cl	1	14	8	-5	-15	1	-1.2	-55	1
CCCc1nnc(NC(=O)CCC(=O)NCc2ccc(OC)cc2)s1	3	2	-11	0	10	-3	2.3	0	-2
COc1ccc(NC(=O)Nc2cnccn2)c(OC)c1	12	21	-4	-6	0	1	2.8	16	-3
CC(c1ccccc1)C(CC(=O)O)C(=O)Nc1ccc(Cl)c(Cl)c1 (stereo unspecified)	8	3	9	-1	-3	-10	3.3	-26	0
Cc1ccc(S(=O)(=O)NCC2CCC(C(=O)N3CCOCC3)CC2)cc1 (stereo unspecified)	-1	5	8	1	12	-4	1.0	-24	-2
COc1ccc(OCC(=O)N/N=C(\C)c2ccc(OC)cc2)cc1	2	0	3	0	6	-7	-0.2	10	-2
O=C(CSc1ccccc1)Nc1nc2ccccc2[nH]1	11	0	5	-2	0	-10	4.6	-7	-1
CC1=CC(=C2C(=O)c3ccccc3C2=O)C=C(C)O1	11	20	9	5	7	-5	2.3	13	4
CSc1ncccc1C(=O)OCC(=O)N1CCCC1	13	-10	7	-1	-5	0	1.8	6	-2
Cc1ccc(S(=O)(=O)NC(CC(=O)O)c2ccc(F)cc2)cc1 (stereo unspecified)	-2	-3	2	-2	4	-6	2.6	28	0
COCCN(C(=O)c1snc(C(N)=O)c1N)C(C(=O)NC1CCCCC1)c1ccc(F)cc1 (stereo unspecified)	15	-3	3	-1	2	-7	-0.5	8	-3
CC(C)C(=O)N[C@@H]1c2ccccc2CC[C@@H]1OCc1ccccc1	21	-7	28	.	-13	3	1.7	.	1
Cc1ccc(C)c(N2CCN(C(=O)c3ccccc3Br)CC2)c1	13	36	39	2	8	-6	-1.2	8	-2
CC(C)=CCCC1(C)C=Cc2c(ccc3c2[nH]c2cc(O)c(C)cc23)O1 (stereo unspecified)	16	98*	35	0	22	-21	4.9	-90	46*
COc1ccccc1CNC(=O)Nc1cccs1	0	-12	18	-1	-5	7	0.9	6	-4
O=C(COC(=O)CCc1ccccc1)Nc1ccc(F)cc1Cl	-1	-17	15	-1	-3	-1	-0.5	1	3
COC(=O)c1ccc(NC(=O)CCN2CCN(Cc3ccccc3)CC2)cc1	10	4	-1	-3	-3	1	-0.4	6	-1
C[C@H](NC(=O)c1cc2cc(Cl)ccc2n1C)C(=O)N[C@@H](Cc1ccccc1)C(=O)O	-3	18	11	-2	-21	3	-0.8	8	-5
O=C(CCN1CCCO1)N1CCCC(N2CCN(c3cccc(C(F)(F)F)c3)CC2)C1 (stereo unspecified)	7	8	7	-4	-8	-8	-1.3	9	-5
Cc1ccc2c(c1)N(CC(=O)NCC(C)c1ccccc1)C(=O)c1cccnc1O2 (stereo unspecified)	4	0	17	-2	6	4	-1.7	-59	-1
NCCCC[C@H]1NC(=O)[C@H](CCC(=O)O)NC(=O)c2cc([N+](=O)[O-])cc(I)c2OCC[C@@H](C(N)=O)NC1=O	7	9	13	5	.	.	1.5	-36	-1
NC(=O)c1c(NC(=O)CSc2nnc(-c3ccccc3)n2CC2CCCO2)sc2c1CCC2 (stereo unspecified)	14	9	19	1	0	7	1.0	15	0
Further structures:
SMILES	CCR6 antagonist	Mdm2-MdmX inh	tim23-1 inh	APJ ag	EBI2 antag	CXCR6 block	CHOP UPR activ	APJ antag	UPR XBP1 act
Cc1ccc(S(=O)(=O)NC(CCC(N)=O)C(=O)NCc2ccc3c(c2)OCO3)c(C)c1 (stereo unspecified)	6	-21	19	0	-8	0	2.7	6	0
O=C(Nc1nc2ccccc2s1)c1cccc(S(=O)(=O)N2CCc3ccccc32)c1	20	1	32	0	31	-5	2.4	-3	-2
O=C(COC(=O)c1cccc([N+](=O)[O-])c1)NCc1ccc2c(c1)OCO2	-10	6	20	-8	-11	0	-2.2	12	4
Cn1ncc2c(NNC(=O)C3CCCCC3)ncnc21	1	1	0	-3	-8	3	-1.8	-4	-2
O=[N+]([O-])c1ccc(N2CCN(Cc3ccccc3)CC2)s1	27	-8	20	-4	6	4	-0.6	4	7
Cc1cc(C)c(C)c(S(=O)(=O)NCC(=O)NCC2CCCCC2)c1C	0	15	19	-2	1	0	-1.9	20	1
Cc1nn2cnnc2c(C)c1Cc1ccc(Cl)cc1	-13	-9	-14	0	-9	-10	-0.9	-5	0
Cc1cc(=O)oc2cc(NC(=O)c3cccc(Br)c3)ccc12	0	66*	13	1	5	0	7.0	15	0
CCn1c(=NC(=O)CSCC(=O)Nc2nccs2)sc2ccccc21	24	4	34	-3	-5	4	1.7	19	-1
COc1ccc2c(c1)oc(=O)c1ccccc12	6	12	31	-5	-1	-12	4.1	5	3
Cc1ccc2c(CSc3nncn3C)cc(=O)oc2c1C	-2	2	-11	-2	-6	-3	1.1	4	-2
CCOC(=O)c1ccc(N=c2ssnc2Cl)cc1	8	0	29	1	16	-4	0.9	5	0
COc1ccc(CC(=O)N2N=C(c3ccncc3)CC2(O)C(F)(F)F)cc1 (stereo unspecified)	4	48	-9	-5	1	1	-1.1	5	4
Oc1c(CN2CCOCC2)cc(-c2ccccc2)cc1CN1CCOCC1	6	-9	3	-3	-15	-2	0.1	15	-2
COc1ccc(Nc2nnc(SCC(=O)NC3CC3)s2)cc1	-3	-8	17	0	-3	2	0.8	21	-1
O=C1CC(N2CCN(c3ccccc3)CC2)C(=O)N1CCc1ccccc1 (stereo unspecified)	9	-20	21	-4	-2	-2	-2.2	2	0
COc1ccc(C2=NS(=O)(=O)N(C)C(C(=O)N3CCC(C(N)=O)CC3)=C2)cc1	11	-25	8	-7	-5	11	-1.3	-8	-1
NC(=O)C1CCN(CCC(=O)Nc2ccc(F)c(F)c2)CC1	-14	10	-9	-2	-2	0	0.1	6	-5
COC(=O)CSc1nnc(CNC(=O)c2cccs2)n1-c1cc(OC)ccc1OC	-1	6	5	-4	-7	-16	6.0	-2	-1

These rows are one share of the data; count on the stated rates, not on these rows.
